WRN inhibitor – blocks human WRN helicase. Q14191. WRN helicase unwinding, fluorescent forked duplex, kinetic. Potency, µM (top dose mostly 114 µM), without a hit: at the top dose activity change, negative = inhibition, actives largely listed as inhibitors. 0.46% of 360,000 active. AID 651768; note: potency is the fitted concentration of half-maximal effect; % is set by controls: 0 for no effect and ±100 for the full control effect; nearly all actives have a fitted effect of over 55% in size
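Screening of the MLSMR collection measured strand separation of a quenched forked DNA duplex (100 nM) by 20 nM WRN with 2 mM ATP, all final. Compounds were preincubated with enzyme 15 min at room temperature.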
EPAC1 antag – blocks human EPAC1 exchange factor; O95398; EPAC1 GEF assay, Rap1b-BODIPY-GDP exchange fluorescence; Potency, µM (highest dose often 115 µM), without a hit: at the top dose activity change, negative = inhibition, usual class: inhibitors; 0.14% of 360,000 active; AID 720709;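 note: potency is the fitted concentration of half-maximal effect; plate controls were vehicle for no effect and positive control for full effect; nearly all actives have a fitted effect of over 50% in size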
IL2 activator – IL-2 activation; 0.065% of 360,000 active; activation, % (series mostly up to about 46 µM); IL-2 activation reporter assay, cell-based qHTS; stimulated with anti-CD3/CD4/CD28 beads; in transgenic mouse T cells; in the data active = activation above about 50%; inconclusive = mostly about 30% to 49%; note: 0% is about no effect
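Readout is EGFP and DsRed signal by fluorescent plate cytometry after 18 h at 37 degrees C. Transgenic mouse T cells (750/well) received compound for 60 min before bead stimulation (anti-CD3, anti-CD4, anti-CD28); memory T cells served as non-tolerant control.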
Abeta rescue – A-beta toxicity reversal in yeast | yeast expressing A-beta42, growth rescue, OD600, 48 h; response scale: 0% DMSO, 100% iron-clioquinol control | Potency, µM (doses to about 46.1 µM), inactives show at the highest dose growth rescue, hits mostly activators | 0.063% of 410,000 active; note: potency is the fitted concentration of half-maximal effect; nearly all actives have a fitted effect of over 55% in size
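Growth rescue measured by 600 nm absorbance after 48 h yeast culture at 30 C with compound. Values normalized between DMSO and an equimolar ferric chloride plus clioquinol control.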
EPAC1 ag – activates human EPAC1 exchange factor | O95398 | EPAC1 agonist qHTS, biochemical assay; response scale: 100% = response to 6.5 mM cAMP | Potency, µM (titrated, usually from 154 µM), for inactives: top-dose activation, hits mostly activators | 0.073% of 360,000 active | AID 720707; note: potency is the fitted concentration of half-maximal effect; nearly all actives have a fitted effect of over 60% in size
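Read-out is the fluorescence drop as BODIPY-GDP leaves Rap1B (480 nm excitation, 540 nm emission), recorded every 5 minutes over 30 minutes. Reactions held 100 nM EPAC1, 250 nM Rap1B–BODIPY-GDP and 50 uM GDP, with 6.5 mM cAMP setting full activation.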
PLK1 PBD inh – inhibitors of human PLK1 polo-box domain binding | P53350 | 2.8% of 360,000 active | Potency, µM, for the others: max response, negative = inhibition, hits mostly inhibitors | AID 720504 | Plk1 PBD binding of FITC phosphopeptide, fluorescence polarization; note: potency is the fitted concentration of half-maximal effect; series mostly up to about 57 µM; % is set by controls: 0 for no effect and ±100 for the full control effect; nearly all actives have a fitted effect of over 65% in size
Target sequence (P53350 whole entry, looked up, the tested form may be a part): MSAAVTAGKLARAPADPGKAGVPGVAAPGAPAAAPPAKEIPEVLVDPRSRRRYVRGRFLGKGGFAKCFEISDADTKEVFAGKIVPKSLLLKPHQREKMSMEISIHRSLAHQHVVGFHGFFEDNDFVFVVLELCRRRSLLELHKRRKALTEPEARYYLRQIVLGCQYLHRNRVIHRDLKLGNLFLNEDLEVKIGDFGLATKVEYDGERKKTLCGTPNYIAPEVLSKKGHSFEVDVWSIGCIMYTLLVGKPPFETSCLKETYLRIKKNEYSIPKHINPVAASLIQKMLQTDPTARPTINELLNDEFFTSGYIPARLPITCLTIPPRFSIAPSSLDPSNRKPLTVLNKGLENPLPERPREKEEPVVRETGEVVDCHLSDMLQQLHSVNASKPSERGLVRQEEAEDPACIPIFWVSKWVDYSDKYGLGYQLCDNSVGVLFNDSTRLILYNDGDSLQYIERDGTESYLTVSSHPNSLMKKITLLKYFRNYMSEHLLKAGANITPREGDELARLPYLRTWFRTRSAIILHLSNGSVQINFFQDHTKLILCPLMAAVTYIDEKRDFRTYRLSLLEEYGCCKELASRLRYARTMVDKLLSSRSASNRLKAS
FUS yeast rescue – rescues growth of FUS-expressing yeast | S. cerevisiae FUS-expressing, growth rescue, OD600, 24 h | 0.24% of 390,000 active | Potency, µM (highest dose often 76.6 µM), for the others: at the top dose growth rescue (activation), usual class: activators;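 note: potency is the fitted concentration of half-maximal effect; plate controls were DMSO vehicle for no effect and reference control for full effect; nearly all actives have a fitted effect of over 55% in size; some results filed as inactive show a strong effect at the top dose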
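Cultures pregrown in 2.5% raffinose medium are shifted to minimal medium containing 2% galactose to express toxic FUS. Compounds are tested at several concentrations. After 24hr at 30C, growth is quantified at 600 nm absorbance.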
PI5P4K alpha inh – inhibitors of human PI5P4K alpha. max response, %. PI5P4Kalpha enzyme, ADP-Glo luminescence, 60 min; hits give low values. 1.2% of 330,000 active. AID 652105. P48426; active = max response of -50% or lower; inconclusive = between -30% and -50%; inactive = -30% or higher; note: value at the top dose of about 77 µM; % is set by controls: 0 for no effect and ±100 for the full control effect
Target sequence (P48426 whole entry, looked up): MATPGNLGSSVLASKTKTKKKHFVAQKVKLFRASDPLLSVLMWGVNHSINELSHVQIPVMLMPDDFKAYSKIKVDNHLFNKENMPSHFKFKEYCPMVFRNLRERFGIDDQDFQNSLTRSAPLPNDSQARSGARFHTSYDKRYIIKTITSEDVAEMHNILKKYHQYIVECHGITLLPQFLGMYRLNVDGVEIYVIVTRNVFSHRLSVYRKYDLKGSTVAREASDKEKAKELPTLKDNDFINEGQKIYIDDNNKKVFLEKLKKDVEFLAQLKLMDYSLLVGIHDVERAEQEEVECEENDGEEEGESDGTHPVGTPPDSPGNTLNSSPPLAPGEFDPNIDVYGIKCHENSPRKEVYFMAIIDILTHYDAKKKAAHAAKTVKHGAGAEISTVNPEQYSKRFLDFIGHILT
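qHTS, 1536-well: enzyme/substrate mix, compound by pin tool, 5 microM ATP final; RT 60 min; ADP-Glo reagents 1 (45 min) then 2 (30 min); luminescence.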
* hit, by the source's call; u = inconclusive; x = not tested or not shown; [ ] = remark or other dose. Unless noted, calls come from the whole dose curve; as a rule, active = well fitted curve in the direction sought with a large enough effect; inconclusive = small, poorly fitted or top-dose-only effect, or another doubt; inactive = no such curve, though single readings can be large; an effect the other way counts as inactive or inconclusive.

The opening 7 compounds, ahead of the listing:
# | SMILES | WRN inhibitor | EPAC1 antag | IL2 activator | Abeta rescue | EPAC1 ag | PLK1 PBD inh | FUS yeast rescue | PI5P4K alpha inh
1 | O=C1c2[nH]nc(-c3ccccc3O)c2C(c2ccccc2F)N1Cc1ccco1 (centres undefined) | -14% | 2% | -2.0 | 24% | 13% | 2% | 17% | x
2 | O=C(O)c1ccc(OC2CSC2)cc1 | -12% | 4% | -0.1 | -16% | -14% | -6% | -16% | -4
3 | COC(=O)c1[nH]c2cccc(OC)c2c1NC(=O)CN1CC(C)OC(C)C1 (centres undefined) | 5% | 13% | -2.2 | 9% | -2% | -1% | -1% | -2
4 | Cc1cc(=O)oc2cc(OCC(=O)OCC(=O)NC(C)C)ccc12 | 3% | 9% | -0.6 | 6% | -3% | -3% | 8% | 3
5 | COc1ccc(C(=O)OCC(=O)N2CCN(C(=O)c3ccco3)CC2)c(OC)c1OC | -4% | 2% | 2.2 | 7% | 4% | 0% | 8% | 1
6 | O=C(NN=Cc1ccccc1O)C(O)c1ccccc1 (centres undefined) | 4% | -11% | 0.4 | -6% | 6% | 1% | -4% | -5
7 | O=C(O)c1ccccc1C(=O)c1ccc(F)c(F)c1 | 2% | -8% | -4.1 | 1% | 4% | 4% | -15% | -1

The whole of this part (from the top)
# | SMILES | WRN inhibitor | EPAC1 antag | IL2 activator | Abeta rescue | EPAC1 ag | PLK1 PBD inh | FUS yeast rescue | PI5P4K alpha inh
1 | O=C1c2[nH]nc(-c3ccccc3O)c2C(c2ccccc2F)N1Cc1ccco1 (centres undefined) | -14% | 2% | -2.0 | 24% | 13% | 2% | 17% | x
2 | O=C(O)c1ccc(OC2CSC2)cc1 | -12% | 4% | -0.1 | -16% | -14% | -6% | -16% | -4
3 | COC(=O)c1[nH]c2cccc(OC)c2c1NC(=O)CN1CC(C)OC(C)C1 (centres undefined) | 5% | 13% | -2.2 | 9% | -2% | -1% | -1% | -2
4 | Cc1cc(=O)oc2cc(OCC(=O)OCC(=O)NC(C)C)ccc12 | 3% | 9% | -0.6 | 6% | -3% | -3% | 8% | 3
5 | COc1ccc(C(=O)OCC(=O)N2CCN(C(=O)c3ccco3)CC2)c(OC)c1OC | -4% | 2% | 2.2 | 7% | 4% | 0% | 8% | 1
6 | O=C(NN=Cc1ccccc1O)C(O)c1ccccc1 (centres undefined) | 4% | -11% | 0.4 | -6% | 6% | 1% | -4% | -5
7 | O=C(O)c1ccccc1C(=O)c1ccc(F)c(F)c1 | 2% | -8% | -4.1 | 1% | 4% | 4% | -15% | -1
8 | CC1(C)CC(=O)c2c(nn(-c3ccccc3)c2-c2ccncc2)C1 | 3% | -11% | 0.1 | -17% | -11% | 1% | 7% | x
9 | COC(=O)c1c(C)[nH]c(C(=O)C(C)OC(=O)c2cc(C)oc2C)c1C (centres undefined) | -20% | 4% | -5.6 | -15% | -14% | -3% | x | 8
10 | C/C(=C\c1ccc(Cl)cc1)C(=O)c1c(C)cc(C)[nH]c1=O | -1% | -1% | -0.2 | 8% | 13% | -3% | 2% | 1
11 | CC1(C)CC(=O)N(c2cccc(C(F)(F)F)c2)C(=O)C1 | -6% | -4% | 0.3 | -15% | -8% | 4% | -23% | -3
12 | Cc1c(NC(=O)c2cc3nc(-c4ccccc4)cc(C)n3n2)c(=O)n(-c2ccccc2)n1C | -11% | -9% | -0.6 | 13% | -1% | -17% | 14% | -5
13 | CC(C)n1c(SCc2cc(=O)[nH]c3ccccc23)nc2c1c(=O)n(C)c(=O)n2C | -7% | 4% | -1.9 | -4% | 7% | -24% | -7% | x
14 | COc1ccc(CCNC(=O)COC(=O)CNS(=O)(=O)c2ccc(SC)c([N+](=O)[O-])c2)cc1 | 0% | 7% | -0.4 | -4% | -4% | 2% | -21% | 5
15 | COC(=O)CC1=NC(=O)CS1 | -2% | -12% | 0.6 | 7% | 14% | -7% | 8% | 2
16 | CC1CCN(c2c([N+](=O)[O-])nn(-c3ccc4c(c3)OCCO4)[n+]2[O-])CC1 | -16% | -4% | -1.2 | -63%[inhibitor] | 8% | -9% | u | 2
17 | O=C(Nc1scc(-c2cccs2)c1C(=O)O)c1cccs1 | u | -13% | -0.6 | -48%[inhibitor] | 4% | -24% | 35% | 3
18 | CCCN1CCc2[nH]c(=S)[nH]c(=O)c2C1 | 13% | 16% | 0.7 | -21% | -8% | -6% | x | 4
19 | OC(c1ccc(F)cc1)c1nc(/C=C/c2ccccc2)cs1 (centres undefined) | -5% | -8% | 0.0 | 20% | -5% | -1% | -12% | 3
20 | O=C(Oc1coc(CSc2nnc(NC(=O)C3CC3)s2)cc1=O)c1c(F)cccc1F | -17% | -1% | 0.1 | 5% | 4% | -22% | 19% | -23
21 | COC1=NS(=O)(=O)c2ccccc21 | 0% | 10% | 0.7 | 10% | -6% | 1% | -5% | -4
22 | N#Cc1nc(COc2ccc(Br)cc2)oc1N1CCN(Cc2ccccc2)CC1 | -3% | -3% | -2.7 | 6% | 10% | -17% | 18% | 9
23 | O=c1[nH]c2ccc(S(=O)(=O)N3CCN(c4ccc(F)cc4)CC3)cc2o1 | -7% | -18% | 0.4 | 17% | -4% | -16% | 7% | 4
24 | COc1cc(-c2noc(C)c2C#CC2(N)CCCCC2)cc(OC)c1OC | -3% | -8% | -3.9 | 1% | 7% | -9% | 2% | 9
25 | Cc1ccc(CN2CCN(Cc3cc4ccccc4o3)CC2CCO)cc1 (centres undefined) | -1% | 9% | 0.4 | -2% | -8% | -3% | 10% | 1

A portion from the list above:
# | SMILES | WRN inhibitor | EPAC1 antag | IL2 activator | Abeta rescue | EPAC1 ag | PLK1 PBD inh | FUS yeast rescue | PI5P4K alpha inh
1 | O=C1c2[nH]nc(-c3ccccc3O)c2C(c2ccccc2F)N1Cc1ccco1 (centres undefined) | -14% | 2% | -2.0 | 24% | 13% | 2% | 17% | x
2 | O=C(O)c1ccc(OC2CSC2)cc1 | -12% | 4% | -0.1 | -16% | -14% | -6% | -16% | -4

Remaining list, next part:
# | SMILES | WRN inhibitor | EPAC1 antag | IL2 activator | Abeta rescue | EPAC1 ag | PLK1 PBD inh | FUS yeast rescue | PI5P4K alpha inh
26 | O=C(Cc1ccc(-n2c(=O)[nH]c3ccccc3c2=O)cc1)N1CCN(c2cccc(Cl)c2)CC1 | -7% | -1% | -1.3 | 26% | 1% | -1% | -2% | -14
27 | C[C@H]1CN([C@@H](C)CO)C(=O)CCCn2nncc2CO[C@@H]1CN(C)Cc1ccccc1 | 9% | 13% | 1.2 | 2% | -2% | -3% | -26% | -4
28 | CCCCNc1c([N+](=O)[O-])ncn1C | 4% | 3% | 0.7 | -10% | 4% | -8% | 30% | 35
29 | O=C(Nc1ccc2c(c1)OCO2)Nc1ccc(F)cc1F | 5% | 4% | -0.7 | 10% | -3% | -1% | -12% | 5
30 | C=CCn1c(=O)[nH]c(=O)c2c(N)c(C(=O)c3ccc(OC)cc3)sc21 | -8% | 12% | -1.1 | -27% | -8% | -3% | 8% | u
31 | CN(C)c1ccc(C(=O)N2CCC2(C)C(=O)O)cc1 (centres undefined) | -1% | -14% | 0.1 | -10% | 11% | 7% | -18% | -3
32 | COc1ccc(S(=O)(=O)N2CCC(C(=O)N[C@@H](C)C(=O)NC3CCCC3)CC2)cc1 | -1% | -2% | -2.1 | 8% | 0% | 19µM* | 20% | -22
33 | CC(=O)Nc1ccc(N2C(=O)CSC2c2ccccc2)cc1 (centres undefined) | 4% | 6% | -2.4 | 0% | 14% | -7% | -20% | 0
34 | COc1cc2c(cc1OC)CN(C(=O)CCc1c[nH]c3ccccc13)[C@H](C(=O)O)C2 | 10% | 6% | 2.9 | 2% | -5% | -5% | -25% | 4
35 | C[C@@H]1COC(=O)[C@@H](Cc2ccc(F)cc2)CC/C=C\C[C@@H](CC(=O)NCCO)C(=O)N1 | -1% | -3% | 0.9 | -2% | -14% | -7% | -5% | 9
36 | COCCn1c(N)c(N(Cc2ccccc2)C(=O)c2ccc(N3CCCC3=O)cc2)c(=O)[nH]c1=O | -3% | u | 0.4 | -1% | 8% | -8% | -11% | -2
37 | COc1ncccc1C(=O)Nc1c(-c2ccccc2)[nH][nH]c1=O | 2% | -8% | -0.2 | -4% | 4% | -13% | 12% | -5
38 | O=C(Nc1ccc2c(c1)OCCO2)C1CC(c2ccc(F)cc2)=NO1 (centres undefined) | -2%[57.1 µM] | -17% | 0.2 | 0% | 1% | -4% | -20% | 5
39 | O=C(Cn1c2ccc(F)cc2c2nc3n(c(=O)c21)CCS3)N1CCCC1 | -10% | -24% | -1.4 | -9% | -4% | -10% | -3% | 1
40 | CN(C)S(=O)(=O)N1CCN(S(=O)(=O)c2ccc(F)cc2)CC1 | -3% | -8% | 1.8 | 1% | 4% | -5% | 21% | x
41 | CC1CCC2(CC1)NC(=O)N(CC(=O)Nc1ccc3c(c1)OCCCO3)C2=O (centres undefined) | 4% | -2% | 1.8 | 11% | 0% | -9% | -9% | -1
42 | CC(C)CC(N)c1csc(Nc2ccc(S(C)(=O)=O)cc2)n1 (centres undefined) | 4%[57.1 µM] | -32% | -0.2 | -9% | 0% | -12% | -12% | 6
43 | CN(Cc1ccccc1)C(=S)NC(=O)c1ccccc1 | -7% | -20% | 0.1 | 14% | -3% | -13% | 30% | -7
44 | CC1CC(C)CN(C(=O)C2CCN(C(=O)Nc3ccccc3)CC2)C1 (centres undefined) | 14% | 2% | -0.6 | 1% | 2% | -13% | x | 1
45 | C[C@H](CO)N1C[C@H](C)[C@@H](CN(C)C(=O)C2CCCCC2)OCc2cnnn2CCCC1=O | 6% | -2% | -0.2 | -10% | -1% | -18% | -22% | 1
46 | NC(=O)CSc1oc(-c2ccco2)nc1S(=O)(=O)c1ccc(F)cc1 | -7% | 9% | 0.1 | -9% | 4% | -21% | 16% | -5
47 | CN(c1cc2c(c3c1ccn3C)C1CCC2O1)C1CCCCC1 (centres undefined) | -3% | 1% | -0.3 | -1% | -3% | 4% | -9% | 0
48 | CCOC(=O)C1(Cc2ccc(Cl)cc2)CCN(Cc2cn(CC)nc2C)CC1 | 4% | -6% | -1.4 | -3% | 8% | -11% | -29% | -2
49 | Cc1nc([N+](=O)[O-])cn1CC(=O)Nc1ccc([N+](=O)[O-])cc1 | 11% | -2% | -1.6 | -19% | 4% | -12% | -20% | 0

Rows were taken by chance (roughly 4.1% active in at least one column).
